High-throughput results as filed in PubChem.
POLB inh: inhibitors of human DNA polymerase beta; 1.3% of 340,000 active; AID 485314; Pol beta primer extension/strand displacement, fluorescence kinetic; Potency, µM (highest dose often 114 µM), for inactives: top-dose activity change, negative = inhibition, actives largely listed as inhibitors; P06746; note: % is set by controls: 0 for no effect and ±100 for the full control effect
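10 nM enzyme + cpd, 15 min RT; start with substrate 50 nM final; read 0 min and after 10 min RT. Corrected, normalized data; 4-parameter Hill curve fit.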
BLM inh: blocks DNA unwinding by human BLM helicase; P54132; recombinant BLM DNA unwinding, fluorescence dequenching; Potency, µM (top dose mostly 56.1 µM), for inactives: top-dose activity change, negative = inhibition, actives largely listed as inhibitors; 0.2% of 350,000 active; AID 2528;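 note: plate controls were vehicle for no effect and no enzyme for full effect; nearly all actives have a fitted effect of over 35% in size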
BAZ2B inh: BAZ2B (human) inhibition; AlphaScreen BAZ2B-H3K14Ac peptide displacement; 4.4% of 360,000 active; Potency, µM (titrated, usually from 114 µM), without a hit: top-dose activity change, negative = inhibition, usual class: inhibitors; note: % is set by controls: 0 for no effect and ±100 for the full control effect; nearly all actives have a fitted effect of over 60% in size
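Compounds, titrated to a top concentration of 110 uM, were incubated 30 min at room temperature with preformed BAZ2B/acetyl-K14 H3 peptide complex (50 nM each). Proximity signal was measured by AlphaScreen after 20 min with beads.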
POLH inh: DNA polymerase eta (human) inhibition | recombinant Pol eta, fluorescent DNA replication assay | Potency, µM (highest dose often 114 µM), for the others: top-dose activity change, negative = inhibition, usual class: inhibitors | 1.2% of 390,000 active; note: % is set by controls: 0 for no effect and ±100 for the full control effect
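Fluorescent replication assay: 50 nM final substrate added after a 15 min room-temperature compound preincubation with 10 nM enzyme. Signal taken at 0 min and again at 10 min.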
APE1 inh: inhibitors of human APE1 endonuclease; 0.35% of 350,000 active; P27695; recombinant APE1, TAMRA/BHQ-2 abasic DNA cleavage fluorescence; Potency, µM (series often up to 65.8 µM), for the others: at the top dose activity change, negative = inhibition, hits mostly inhibitors;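 note: plate controls were vehicle for no effect and reference inhibitor for full effect; nearly all actives have a fitted effect of over 55% in size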
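APE1 at 0.75 nM preincubated 15 min at room temperature with compound. Reaction then started with 50 nM double-stranded THF-abasic substrate labelled with TAMRA/BHQ-2, and 525/598 nm fluorescence read kinetically. Activity taken as third-minus-first read difference, normalized to DMSO and NSC13755 controls.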
G9a inh: blocks human histone lysine methyltransferase G9a. Q96KQ7. G9a H3K9 monomethylation, AlphaScreen, 2 h. Potency, µM (doses to about 102 µM), for inactives: at the highest dose activity, negative = inhibition, most hits filed as inhibitors. 8.8% of 350,000 active. AID 504332; note: % is set by controls: 0 for no effect and ±100 for the full control effect; nearly all actives have a fitted effect of over 75% in size
Target sequence (Q96KQ7 913-1193 limits assumed): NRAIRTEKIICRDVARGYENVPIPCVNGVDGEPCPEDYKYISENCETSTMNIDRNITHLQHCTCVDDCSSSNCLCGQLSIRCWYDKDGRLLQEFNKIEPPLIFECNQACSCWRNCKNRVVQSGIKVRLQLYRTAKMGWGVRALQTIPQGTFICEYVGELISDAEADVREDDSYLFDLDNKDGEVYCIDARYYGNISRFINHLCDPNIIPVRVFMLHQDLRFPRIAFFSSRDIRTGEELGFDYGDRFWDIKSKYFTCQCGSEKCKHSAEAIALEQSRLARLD
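Signal arises when biotinylated H3K9 peptide, once monomethylated, bridges streptavidin donor and antibody-captured acceptor beads. Enzyme at 20 nM was preincubated 15 min with test compounds; peptide 500 nM and SAM 20 uM then reacted for 2 h.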
Pol iota inh: inhibitors of human DNA polymerase iota | Potency, µM (doses to about 115 µM), without a hit: at the top dose activity, negative = inhibition, hits mostly inhibitors | AID 588590 | Pol iota fluorescent replication assay, 10 min | 1% of 390,000 active | Q9UNA4
Target sequence (Q9UNA4 whole entry, looked up): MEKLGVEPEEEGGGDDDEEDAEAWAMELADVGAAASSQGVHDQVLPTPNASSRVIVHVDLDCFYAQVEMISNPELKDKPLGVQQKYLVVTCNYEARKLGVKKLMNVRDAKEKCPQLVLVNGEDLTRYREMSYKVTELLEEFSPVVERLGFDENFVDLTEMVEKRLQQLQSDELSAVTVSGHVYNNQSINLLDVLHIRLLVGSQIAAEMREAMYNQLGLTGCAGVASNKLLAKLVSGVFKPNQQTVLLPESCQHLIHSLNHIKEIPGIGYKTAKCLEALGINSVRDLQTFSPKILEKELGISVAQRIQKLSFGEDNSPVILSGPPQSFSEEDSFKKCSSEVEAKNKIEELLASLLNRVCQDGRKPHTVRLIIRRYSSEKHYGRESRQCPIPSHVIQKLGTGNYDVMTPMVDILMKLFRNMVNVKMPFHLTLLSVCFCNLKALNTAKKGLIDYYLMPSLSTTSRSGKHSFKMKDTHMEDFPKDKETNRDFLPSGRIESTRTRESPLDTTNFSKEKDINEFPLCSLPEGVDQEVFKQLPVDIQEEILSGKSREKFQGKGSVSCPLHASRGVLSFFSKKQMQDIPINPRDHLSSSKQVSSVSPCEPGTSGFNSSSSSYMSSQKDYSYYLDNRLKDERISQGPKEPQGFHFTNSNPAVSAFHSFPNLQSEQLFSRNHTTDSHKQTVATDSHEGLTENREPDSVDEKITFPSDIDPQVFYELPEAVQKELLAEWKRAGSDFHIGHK
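Pol iota at 10 nM preincubated 15 min with compounds at room temperature; reaction started with fluorescent substrate, 50 nM final. Fluorescence read kinetically at 0 and 10 min; buffer-only wells as negative control.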
POLK inh: blocks human DNA polymerase kappa activity; Potency, µM (titrated, usually from 107 µM), for inactives: at the highest dose activity, negative = inhibition, most hits filed as inhibitors; AID 588579; purified Pol kappa, fluorescent DNA synthesis assay, 10 min; 0.53% of 400,000 active; note: % is set by controls: 0 for no effect and ±100 for the full control effect
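Readout: fluorescence, taken kinetically at 0 and 10 min. Conditions: 10 nM Pol kappa, 15 min RT compound preincubation, 50 nM substrate final. Controls: enzyme-free buffer wells.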
JMJD2A Tudor inh: JMJD2A Tudor domain (human) inhibition | O75164 | Potency, µM (titrated, usually from 114 µM), without a hit: top-dose activity change, negative = inhibition, actives largely listed as inhibitors | 4.4% of 390,000 active | AlphaScreen JMJD2A-Tudor / H3K4me3 peptide binding; note: % is set by controls: 0 for no effect and ±100 for the full control effect; nearly all actives have a fitted effect of over 50% in size
The depositor's hits bear a star; u = inconclusive; x = no result given; [ ] = another dose, or the depositor's remark. Calls come from the whole dose curve; as a rule, active = well fitted curve in the direction sought with a large enough effect; inconclusive = small, poorly fitted or top-dose-only effect, or another doubt; inactive = no such curve, though single readings can be large; an effect the other way counts as inactive or inconclusive. Potency is the fitted concentration of half-maximal effect. Not all compounds are listed, so the mix of outcomes need not match the whole.

SMILES	POLB inh	BLM inh	BAZ2B inh	POLH inh	APE1 inh	G9a inh	Pol iota inh	POLK inh	JMJD2A Tudor inh
COCc1cc(C)nc(SCC(=O)Nc2ccc3c(c2)OCO3)c1C#N	-13%	-11%	0%	6%	-2%	-3%[12.7 µM]	u	-2%	-8%[11.4 µM]
CC(=O)NCC(=O)N(Cc1ccco1)C1(C(=O)NC2CCCCC2)CCCCC1	2%	-1%	-4%	2%	11%	u	1%	-19%	u
Cc1nc(-c2cccnc2)sc1C(=O)N/N=C/c1ccccc1Cl	3%	-9%	4%	-10%	7%	x	51%[activator]	8%	-8%
COCc1n[nH]c(=S)n1-c1cccc2ccccc12	9%	-2%	0%	-15%	1%	16µM*	17%	-15%	20µM*
O=C(NNC(=O)c1ccc2ccccc2c1)c1cccc(Br)c1	x	x	x	1%	x	x	u	-1%	-16%
Cc1ccsc1C(=O)OCC(=O)NCc1ccco1	0%	-9%	-21%	-24%	1%	-5%	155%[activator]	4%	0%
COc1cc2c(cc1OC)-c1cc(NC3CCCC3)nc(=O)n1CC2	1%	2%	21%	-6%	-1%	-18%	21%	-4%	-32%
Brc1ccc2nc(CSc3ncn[nH]3)cn2c1	-2%	-2%	1%	5%	0%	-8%	u	-3%	-16%
OCCn1c(-c2ccc3c(c2)OCO3)csc1=Nc1ccccc1	-6%	-6%	40µM*	-2%	-6%	-47%[12.7 µM]	u	-3%	40µM*
COc1ccc(C2=Nn3c(nnc3C3CCCCC3)SC2)cc1OC	0%	3%	-3%	-14%	22%	20%[59 µM]	14%	-24%	30%
O=C(Cn1c(=O)oc2ccccc21)Nc1n[nH]c(=S)s1	-10%	0%	-25%	-14%	3%	1.3µM*	27%	-38%	3.5µM*
COc1ccccc1OCC(=O)NCCSCc1ccccc1Cl	2%	2%	-4%	-11%	5%	-4%[59 µM]	3%	-7%	u

Single entries from the list.
In BAZ2B inh, `CC(=O)NCC(=O)N(Cc1ccco1)C1(C(=O)NC2CCCCC2)CCCCC1` has the entry -4%
In JMJD2A Tudor inh, `COc1cc2c(cc1OC)-c1cc(NC3CCCC3)nc(=O)n1CC2` has the entry -32%
In APE1 inh, `COCc1cc(C)nc(SCC(=O)Nc2ccc3c(c2)OCO3)c1C#N` has the entry -2%
In G9a inh, `COc1ccc(C2=Nn3c(nnc3C3CCCCC3)SC2)cc1OC` has the entry 20%[59 µM]
In APE1 inh, `Cc1ccsc1C(=O)OCC(=O)NCc1ccco1` has the entry 1%

Continuation:
SMILES	POLB inh	BLM inh	BAZ2B inh	POLH inh	APE1 inh	G9a inh	Pol iota inh	POLK inh	JMJD2A Tudor inh
Cc1c(NC(=O)/C(C#N)=C/c2ccc(-c3cccc(Cl)c3)o2)c(=O)n(-c2ccccc2)n1C	-19%	-4%	-33%	-10%	-7%	u	-24%	-11%	u
CCOC(=O)C1=C(N)Oc2cc(O)ccc2C1c1ccc(Br)cc1 (stereo not given)	-7%	-8%	-24%[57.1 µM]	-8%	56%[activator]	3%	-7%	1%	-22%
O=C(CSc1nnc(-c2ccccc2)n1-c1ccccc1)NCc1ccco1	3%	0%	-29%	3%	4%	u	14%	13%	-18%
CC(NC(=O)c1ccccc1NS(=O)(=O)c1ccc(CCC(=O)O)cc1)c1ccccc1 (stereo not given)	-11%	-3%	-5%	5%	28%	25%	22%	-5%	-12%
O=C1CN(C(=O)COC(=O)CCC(=O)c2ccc(Cl)cc2)c2ccccc2N1	x	x	x	-17%	-9%	x	38%[activator]	-7%	-8%
O=C(c1n[nH]c(=O)c2ccccc12)N1CCN(c2ccc(F)cc2)CC1	24%	0%	x	-7%	-2%	-4%[59 µM]	4%	2%	-3%
CCOC(=O)C1CCN(C(=O)COC(=O)CCOc2ccc(C)cc2)CC1	0%	-8%	5%	7%	-3%	u	0%	-11%	9%
CC(C)Cn1c(N)c(C(=O)COC(=O)CCNS(=O)(=O)c2ccccc2)c(=O)n(C)c1=O	x	x	5%	-18%	55%	-41%	22%	0%	-3%
CSc1ccc([C@H]2CN3CCC[C@H]3c3ccccc32)cc1	x	7%	x	x	4%	u	x	-9%[60.1 µM]	x
N=c1ncn(CC(O)CO)c2nc(N3CCOCC3)[nH]c12 (stereo not given)	1%	-1%	16%	-10%	2%	9%	-13%	9%	5%
O=C(Nc1ccc(-c2csc(Nc3cccc(C(F)(F)F)c3)n2)cc1)c1ccccc1	0%	-10%	u	-1%	u	-9%[59 µM]	6%	11%	-32%
O=C(c1cccc(F)c1)N1CCN(Cc2ccc3c(c2)OCO3)CC1	0%	-5%	50µM*	-13%	55%[activator]	2%[0.501 µM]	120%[activator]	0%	1µM*
CCc1cccc(C)c1NC(=O)CN1CCCN(Cc2ccccc2Cl)S1(=O)=O	39%	-3%	-14%	-10%	x	-3%[59 µM]	14%	-7%	-12%
COC(=O)Nc1ccc(S(=O)(=O)N2CCCC(C(=O)N3CC(C)OC(C)C3)C2)cc1 (stereo not given)	0%	-6%	0%	-16%	-3%	x	33%[activator]	6%	-11%
Nc1cc(C(=O)O)ccc1N1CCCCCC1	1%	-2%	-25%	-2%	2%	-6%[59 µM]	-12%	-11%	-11%
O=C(COC(=O)/C=C/c1ccco1)NC1CCCCC1	x	x	-3%	3%	u	15%[12.7 µM]	-7%	-25%	u
COc1ccc(C(CNC(=O)C(C)(C)Oc2ccc(Cl)cc2)N2CCCCC2)cc1 (stereo not given)	22%	-2%	-11%	-8%	8%	x	4%	-2%	-2%
Cc1cccc(C(=O)NCCC(=O)Nc2ccc(F)c([N+](=O)[O-])c2)c1	8%	-9%	-1%	5%	29%	13%	18%	-8%	-10%
COc1cccc(CNc2ncnc3onc(C)c23)c1	26%	2%	12%[57.1 µM]	-12%	x	2%[59 µM]	15%	3%	-10%
COc1ccc(NC(=S)N(CCN2CCOCC2)C2CCN(C(C)=O)CC2)cc1Cl	-24%	0%	-28%	10%	2%	u	9%	-20%	-7%
COc1ccc(NC(=O)c2ccc3c(c2)NC(=O)CS3)cc1S(=O)(=O)Nc1ccc(Br)cc1	27%	-6%	-30%	-13%	-11%	x	29%	-4%	-21%
O=C(Cc1ccccc1F)Nc1ccccc1N1CCCC1	18%	-9%	-13%	-21%	10%	68%[activator]	51%[activator]	-6%	u
CCOC(=O)C1=C(CN2CCN(C(=O)c3ccco3)CC2)NC(=O)NC1c1ccc(OC)cc1 (stereo not given)	25%	-1%	-27%	5%	-5%	-45%	-6%	-3%	-12%
O=C(c1cccc(S(=O)(=O)N2CCc3ccccc32)c1)N1CCN(c2ccccn2)CC1	0%	-1%	x	-29%	-3%	-31%	124%[activator]	-16%	-12%

3 compounds from above, arranged by the value under BAZ2B inh, ascending.
compound | BLM inh | BAZ2B inh | POLH inh | G9a inh | Pol iota inh | POLK inh | JMJD2A Tudor inh
CCc1cccc(C)c1NC(=O)CN1CCCN(Cc2ccccc2Cl)S1(=O)=O | -3% | -14% | -10% | -3%[59 µM] | 14% | -7% | -12%
O=C(Cc1ccccc1F)Nc1ccccc1N1CCCC1 | -9% | -13% | -21% | 68%[activator] | 51%[activator] | -6% | u
COC(=O)Nc1ccc(S(=O)(=O)N2CCCC(C(=O)N3CC(C)OC(C)C3)C2)cc1 (stereo not given) | -6% | 0% | -16% | x | 33%[activator] | 6% | -11%

Continuation:
SMILES	POLB inh	BLM inh	BAZ2B inh	POLH inh	APE1 inh	G9a inh	Pol iota inh	POLK inh	JMJD2A Tudor inh
O=C(Cn1ccc([N+](=O)[O-])n1)Nc1ccccn1	27%	-3%	0%	4%	-5%	-6%	19%	1%	1%
COc1ccc(C(=O)NNC2=Nc3cccc4cccc2c34)cc1	16%	-5%	-4%	-16%	-1%	17%	91%[activator]	-13%	-13%
FC(F)(F)C(F)(F)C(F)(F)c1nnc2ccc(N3CCOCC3)nn12	10%	0%	3%	-27%	3%	3%[12.7 µM]	15%	-5%	9%
COC(=O)CNC(c1ccccc1)c1cc(Br)ccc1NC(=O)OCc1ccccc1 (stereo not given)	4%	5%	37%[activator]	-19%	2%	-20%	8%	-4%	12%
O=C(NCc1ccccc1)c1ccc(C(=O)N(C2CCCCC2)C2CCCCC2)cc1	12%	-13%	-10%	u	10%	u	u	-11%	-21%
COc1ccc(C(=O)COC(=O)CN2C(=O)C3C4CCC(C4)C3C2=O)cc1 (stereo not given)	2%	1%	-1%	-21%	7%	11%	76%[activator]	-8%	50µM*
CC(C)COC(=O)N1CCCC1C(=O)Nc1nccs1 (stereo not given)	-1%	-2%	-35%	-2%	4%	u	1%	-13%	-14%
Cc1cccc(OCC(=O)Nc2ccc3nc(SCc4ccccc4)sc3c2)c1	0%	-1%	-3%	-14%	x	25%[59 µM]	13%	6%	4%
COc1ccccc1/C=C/c1nc(S(=O)(=O)c2ccccc2)c(N2CCC(C(N)=O)CC2)o1	2%	-8%	-37%	-16%	69%[activator]	2%[59 µM]	u	10%	10%
CC(Sc1nc2ccccc2c(=O)n1C)C(=O)NC1CCCCC1C (stereo not given)	x	x	8%	-11%	1%	-2%	u	-1%	3%
CCn1cc(C(=O)NC2CCCCCC2)c(=O)c2ccc(C)nc21	44%	3%	-2%	-4%	-5%	1%[0.501 µM]	10%	-16%	-16%
CSCC[C@H](NC(=O)[C@H]1CC[C@H](CNC(=O)[C@@H]2CCCN2)CC1)C(=O)O	18%	-1%	-7%	-10%	13%	3%	-4%	-2%	-17%
CC1(c2cccc3ccccc23)NC(=O)N(CC(=O)NC2CCS(=O)(=O)C2)C1=O (stereo not given)	23%[57.1 µM]	2%	4%	-3%	0%	7%	30%	-3%	-6%
S=c1[nH]nc(-c2cc(-c3ccsc3)n[nH]2)n1-c1cccc2ccccc12	-4%	-2%	u	-8%	-4%	8.9µM*	23%	-2%	u
CSc1cccc(NC(=S)N(CCC(C)C)C2CCN(C(C)=O)CC2)c1	14%	-4%	-22%	-6%	-1%	-12%[59 µM]	-9%	2%	-20%
CC1=CC(C)(C)N2C(=O)C3(C(C#N)=C(N)OC4=C3C(=O)CC(C)(C)C4)c3cc(C)cc1c32 (stereo not given)	0%	-7%	-31%	-15%	-1%	12%	30%	11%	-26%
Cc1ccc(NC(=S)Nc2ccc(Br)cc2)cc1	28%	-3%	-4%	-4%	2%	1%[12.7 µM]	-2%	-16%	3%
CC1CC(C)CN(CCCNC(=O)CN2C(=O)c3cccnc3Oc3ccccc32)C1 (stereo not given)	8%	0%	-6%	-4%	15%	14%[59 µM]	-7%	-7%	-3%
Cc1ccc(C)c(NC(=O)Nn2cnnc2)c1	17%	1%	-2%	5%	-3%	x	-16%	-3%	0%
